Granule exo inh: blocks lytic granule exocytosis | 360,000 compounds, 0.66% hits | inhibition, % at 10 µM | TALL-104 LAMP-1 surface exposure, flow cytometry; cells stimulated with thapsigargin and PMA;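 active = inhibition above about 55%, limit read from the data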
ABCB6 inh 2: inhibitors of human ABC transporter ABCB6 | K562-ABCB6 porphyrin accumulation, flow cytometry, 1 h; hits give low values | 360,000 compounds, 0.19% hits | Q9NP58 | fluorescence ratio to DMSO, % at 10 µM;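 active = fluorescence ratio to DMSO below 75%, the collection mean minus 3 SD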;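 note: signal is porphyrin accumulated inside mitochondria; 100% equals median channel fluorescence of DMSO control wells; lower ratio means ABCB6 inhibition with less porphyrin fluorescence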
m5-HT2A agonist: agonists of mouse serotonin 5-HT2A receptor (HTR2A); activation, % at 7.6 µM; 360,000 compounds, 0.66% hits; CHO-K1 mHTR2A beta-arrestin complementation, luminescence; percent of 30 µM serotonin response; P35363; AID 624169;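 active = activation above a run cutoff, the mean activation of all tested compounds plus 3 SD, cut at about 14% in these data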;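 note: 0% = plate median of compound wells and 100% = 30 µM serotonin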
MC4R ag barr: agonists of human melanocortin 4 receptor (MC4R) beta-arrestin | P32245 | U2OS MC4R beta-arrestin complementation, luminescence; percent of melanotan II response, DMSO zero | activation, % at 8.9 µM | 360,000 compounds, 0.98% hits;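 active = activation above a per-plate cutoff, the mean activation of sample wells on that plate plus 3 SD, cut at about 8% in these data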
aDG glyco act: increases alpha dystroglycan glycosylation; activation, % at 10 µM; AID 624168; 360,000 compounds, 0.22% hits; Pro5-aDG cells, alpha-DG glycosylation AlphaScreen (IIH6); 0% Pro5, 100% B10-LARGE cell signal;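 active = activation of at least 8% versus controls, or a plate z-score of at least 8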;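 note: Pro5 are CHO cells carrying HIG-tagged alpha-DG that lacks glycosylation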
MC4R antagonist: blocks human MC4R cAMP signaling; P32245; AID 540295; MC4R-expressing cells, MTII-stimulated cAMP, LANCE TR-FRET; inhibition, % at 6.5 µM; 360,000 compounds, 0.48% hits;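 active = inhibition above its plate's cutoff, the mean of tested wells on that plate plus 3 SD, cut at about 29% in these data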;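 note: 0% = Melanotan II alone and 100% = Melanotan II plus saturating MCL0020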
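System: U2OS cells stably expressing human melanocortin 4 receptor (MC4R). Reagent: Melanotan II challenge after compound preincubation. Doses: 6.5 µM. Times: 30-min compound, 1-h challenge, 1-h detection, room temperature. Measured by: TR-FRET with Eu-cAMP and labeled anti-cAMP, 671 nm. Replicates: singlicate.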
ABHD5-PLIN5 inh: blocks binding of human ABHD5 to perilipin-5; Split G. princeps luciferase complementation, luminescence, 4 h; 360,000 compounds, 0.78% hits; Q00G26+Q8WTS1; inhibition, % at 4 µM;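 active = inhibition above the mean inhibition across every tested compound plus 3 SD, cut at about 22% in these data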;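 note: 0% = DMSO only wells and the 100% control is not disclosed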
Target sequence (Q00G26 whole entry, looked up): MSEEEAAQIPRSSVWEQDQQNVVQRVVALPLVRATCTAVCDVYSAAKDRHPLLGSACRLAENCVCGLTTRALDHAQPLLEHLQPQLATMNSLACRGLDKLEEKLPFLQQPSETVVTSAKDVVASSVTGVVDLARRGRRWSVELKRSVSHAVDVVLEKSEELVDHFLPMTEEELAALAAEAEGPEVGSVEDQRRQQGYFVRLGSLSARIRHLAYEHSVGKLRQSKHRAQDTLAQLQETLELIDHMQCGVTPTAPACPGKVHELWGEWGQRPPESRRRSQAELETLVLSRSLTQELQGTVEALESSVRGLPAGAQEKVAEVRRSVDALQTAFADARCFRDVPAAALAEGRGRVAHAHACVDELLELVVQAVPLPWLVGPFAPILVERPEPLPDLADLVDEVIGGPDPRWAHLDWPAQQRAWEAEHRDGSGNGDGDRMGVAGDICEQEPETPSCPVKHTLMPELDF
Target sequence (Q8WTS1 whole entry, looked up): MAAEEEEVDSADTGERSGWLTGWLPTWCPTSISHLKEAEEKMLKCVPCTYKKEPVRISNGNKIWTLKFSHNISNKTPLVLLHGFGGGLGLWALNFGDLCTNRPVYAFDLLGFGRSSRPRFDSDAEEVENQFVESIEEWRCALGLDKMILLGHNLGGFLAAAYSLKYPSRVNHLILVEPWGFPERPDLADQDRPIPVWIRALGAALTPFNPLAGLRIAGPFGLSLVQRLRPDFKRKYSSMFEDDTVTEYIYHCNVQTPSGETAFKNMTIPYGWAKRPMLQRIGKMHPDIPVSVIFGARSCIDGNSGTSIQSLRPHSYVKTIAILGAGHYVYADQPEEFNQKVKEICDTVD
iPSC survival up: hiPSC single-cell survival enhancement. ATPlite luminescence; 100% = ROCK inhibitor wells, 0% = DMSO. survival enhancement, % at 20 µM. 360,000 compounds, 0.044% hits. AID 602274; in the data active = survival enhancement above about 18%;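 note: cells exposed to compounds for 16 hours before the ATP read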
N-glyco inh: N-linked glycosylation inhibition | D54 ERlucT glycosylation luciferase reporter, 24 h; percent of 100 nM tunicamycin response | reporter increase, % at 12.5 µM | 360,000 compounds, 0.23% hits;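 active = mean luciferase reporter signal, scaled so untreated is 0 and the glycosylation-blocking control 100, at or above a set limit in every replicate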;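 note: luciferase carries N-glycosylation sites so blocking glycosylation raises the light; 0% = median of neutral control wells and 100% = median of 100 nM tunicamycin wells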
H9c2 protect: myocardial damage modulation in H9c2 cells; H9c2 cardiomyocytes, H2O2 injury protection, ATPLite, 2 h; protection from H2O2 cell death, % at 20 µM; 360,000 compounds, 0.63% hits;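 active = compounds giving at least 50% protection of heart cells from peroxide-induced death in the single-dose screen, raw or plate-pattern-corrected value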;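 note: 0% = DMSO wells with peroxide and 100% = DMSO wells without peroxide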
* = called active by the depositor; . = not tested or not shown; & = joins results of further samples.

SMILES	Granule exo inh	ABCB6 inh 2	m5-HT2A agonist	MC4R ag barr	aDG glyco act	MC4R antagonist	ABHD5-PLIN5 inh	iPSC survival up	N-glyco inh	H9c2 protect
O=C1OCCN1C(=O)[C@H]1[C@H](c2ccc([N+](=O)[O-])cc2)C(c2ccccc2)=NN1c1ccccc1	5	102	-7	3.0	-0.2	16	-4	-1.3	3	49
CCCn1cc(SCC(=O)NCc2ccc3c(c2)OCO3)c2ccccc21	-16	93	2	3.1	0.2	24	1	-0.9	-1	-10
Cc1ccc(/C=N/NC(=O)Cc2c(F)cccc2Cl)s1	1	101	-5	-2.4	0.0	0	-2	-0.4	0	-2
CCC(=O)n1nc(-c2ccccc2)nc1SCC(=O)Nc1ccc(C)cc1	0	94	-2	-2.5	-0.1	-1	-7	3.9	0	0
COc1ccc(-c2nnn(CC(=O)N(Cc3ccccc3Cl)C(C(=O)NCC3CCCO3)c3ccco3)n2)cc1OC (stereo not drawn)	32	98	3	-0.8	0.4	6	5	-2.4	-1	35
CCOC(=O)[C@H]1[C@H]2COc3ccccc3[C@@H]2N2C(=O)c3ccccc3NC(=O)[C@@]12C	1	99	0	-0.5	-0.1	3	-13	-0.8	0	6
O=C(/C=C/c1ccco1)NCc1ccc2c(c1)OCO2	1	99	-5	-4.2	-0.1	13	8	-0.7	1	-1
COc1cccc(CN2CCC(C(=O)Nc3ccc(-c4cccc(C)c4)cc3)CC2)c1O	74*	95	-5	2.3	1.0	0	3	0.2	-2	-6
O=C(c1ccc2c(=O)n(Cc3ccco3)c(=S)[nH]c2c1)N1CCN(Cc2ccccc2)CC1	2	96	1	-1.5	0.6	9	10	0.7	-2	4
Cc1cc(OCC(=O)NCc2nc(-c3ccccc3)no2)c(C)cc1Br	-3	100	3	1.8	0.0	10	4	0.4	2	-21
N#Cc1ccc(NC(=O)COC(=O)CCc2nc3ccccc3c(=O)[nH]2)cc1	3	92	-1	3.4	0.0	18	2	1.1	0	48
O=C(NNC(=S)NC1CCCCC1)c1ccccc1Br	-1	96	-10	-2.9	-0.3	6	-7	-0.5	1	-2
Cc1cc(C)c(C)c(S(=O)(=O)N2CCN(C(=O)c3ccco3)CC2)c1C	-2	100	4	0.5	0.1	26	-8	-0.9	-5	5
NC1=CC(=O)C(=O)c2cccnc21	2	105	-3	-0.3	4.9*	-4	-9	-2.4	-20	-20
CCc1cccc(CC)c1-n1c(SCc2cc(=O)n3ccsc3n2)nnc1-c1cccnc1	-2	100	3	1.5	-0.2	1	10	-1.2	-4	41
O=c1c(-c2ccccc2Cl)coc2c(CN3CCCCC3)c(O)ccc12	-1	99	1	0.2	0.0	13	-13	-0.4	-1	-1
c1ccc(CN2CCN(c3nc4ccccc4n4cnnc34)CC2)cc1	-1	84	10	-0.1	0.0	-10	-1	1.0	4	5
Cc1ccc(NC(=O)[C@@H]2CCCN2S(=O)(=O)c2ccccc2C(F)(F)F)cc1S(=O)(=O)N1CCOCC1	2	96	-2	-0.8	0.1	13	1	-3.1	1	-1
CC(=O)Nc1ccc(S(=O)(=O)N2CCN(S(=O)(=O)c3ccc(F)c(F)c3F)CC2)cc1	-2	95	11	-0.4	-0.1	19	0	-0.3	-3	-3
CCCC(=O)Nc1cc(-c2nc3ncccc3o2)ccc1Cl	-10	97	-10	-0.3	-0.1	4	6	-0.2	-1	1
CC[C@@]1(C(=O)OC)N[C@H](CN(C)S(=O)(=O)c2ccc(F)cc2)[C@@H]2C(=O)N(C)C(=O)[C@@H]21	1	107	3	0.8	0.2	8	-5	-3.7	1	-2
Cc1c(C(=O)N2CCOCC2)sc2nc(-c3ccccc3)cn12	-1	100	0	-0.2	-0.1	13	-3	0.9	-1	7
CCOC(=O)C[n+]1c(C)sc2ccc(OC)cc21	75*	94	3	-2.8	-0.2	-1	-9	-1.8	-2	8
CCOC(=O)Cc1nnc(NC(=O)CSc2nnc3c(n2)[nH]c2ccccc23)s1	-4	111	-2	-2.9	0.1	13	-1	0.6	0	-3
Cc1ccc2[nH]c3nc(N/N=C/c4cccc(O)c4)nnc3c2c1	-5	97	11	-2.4	0.0	3	8	1.5	2	6

The list goes on; it opens with the 4 that closed the last part.
SMILES	Granule exo inh	ABCB6 inh 2	m5-HT2A agonist	MC4R ag barr	aDG glyco act	MC4R antagonist	ABHD5-PLIN5 inh	iPSC survival up	N-glyco inh	H9c2 protect
Cc1c(C(=O)N2CCOCC2)sc2nc(-c3ccccc3)cn12	-1	100	0	-0.2	-0.1	13	-3	0.9	-1	7
CCOC(=O)C[n+]1c(C)sc2ccc(OC)cc21	75*	94	3	-2.8	-0.2	-1	-9	-1.8	-2	8
CCOC(=O)Cc1nnc(NC(=O)CSc2nnc3c(n2)[nH]c2ccccc23)s1	-4	111	-2	-2.9	0.1	13	-1	0.6	0	-3
Cc1ccc2[nH]c3nc(N/N=C/c4cccc(O)c4)nnc3c2c1	-5	97	11	-2.4	0.0	3	8	1.5	2	6
CN(C)c1ccc(/C=N/n2c(-c3ccccc3Br)n[nH]c2=S)cc1	4	105	-3	-1.5	-0.1	1	-14	-0.4	-1	-3
CCc1ccc(S(=O)(=O)NCC(O)COc2ccc(OC)cc2)cc1 (stereo not drawn)	-1	94	0	-1.2	1.1	4	3	-0.4	-1	-8
N#Cc1ccccc1NC(=O)COC(=O)CN1C(=O)C2CCCCC2C1=O (stereo not drawn)	-3	97	10	-0.1	-0.1	-1	-6	3.5	2	0
CCO[C@@H]1OC(C(=O)Nc2ccccc2)=C[C@H](c2ccccc2)[C@H]1CCCO	-14	93	8	-1.5	0.7	8	-5	1.1	1	-1
COc1ccc(OC)c(NC(=O)Cn2c(=O)n(CC3CCCO3)c(=O)c3cc(OC)c(OC)cc32)c1 (stereo not drawn)	2	99	5	0.0	-0.3	5	1	0.4	-1	28
Cc1cc(C)nc(N2CCCC(CCC(=O)NCc3ccc(F)c(F)c3)C2)n1 (stereo not drawn)	0	95	2	-0.6	0.0	4	-1	0.2	0	-12
COc1cccc(CNC(=O)C2CCN(S(=O)(=O)c3ccc4c(c3)C(C)(C)C(=O)N4C)CC2)c1	-2	102	-3	0.9	-0.2	20	2	-1.9	-1	1
CCCS(=O)(=O)NC(=O)C1(C)CCCN(C(=O)c2cccc3ccccc23)C1 (stereo not drawn)	-5	103	3	-0.6	-0.1	-8	3	3.4	2	-6
CCOc1cccc(NC(=O)C2CCCN(S(=O)(=O)c3ccc(OC)cc3)C2)c1 (stereo not drawn)	-4	97	-2	-1.6	0.8	7	-6	-1.8	-4	-11
CNCCCC12CCC(c3ccccc31)c1ccccc12	-1&2&0	97&100&103	-12&-13&-12	1.8&3.1&0.1	0.3&0.4&0.6	8&3&0	6&-3&10	-3.7&-3.5&0.5	-2&0&1	14&34&4
CCC(C)c1ccc(Nc2ncccc2C#N)cc1 (stereo not drawn)	-6	103	5	3.0	-0.1	-1	-11	-2.6	-3	-19
COc1ccc(OC)c(S(=O)(=O)Nc2ccc3c(c2)C(=O)OC3)c1	-4	100	-1	1.0	0.0	5	-3	-0.6	2	5
CCOc1ccc(NC(=O)CN(C)C(=O)COc2cccc3c2OC(C)(C)C3)cc1OCC	-3	97	2	-1.7	1.1	1	9	3.9	1	-3
Cc1cc(N2CCN(C(c3ccnc4ccccc34)c3nnnn3-c3c(C)cccc3C)CC2)c2ccccc2n1 (stereo not drawn)	0	96	1	.	0.1	.	15	-1.2	.	.
Cc1[nH]n(-c2ccccc2)c(=O)c1N=Nc1ccc2c(c1)OCCO2	-6	106	6	-3.8	-0.6	-1	0	-0.8	0	2
COc1ccccc1Nc1nc(-c2cccnc2)cs1	-4	104	-4	2.0	0.2	9	1	0.0	4	0
N#C/C(=C\c1ccccc1C(F)(F)F)C(=O)Nc1ccccc1	0	92	6	-1.1	0.5	12	2	0.1	2	-1
COc1ccc(-c2ccc(CN3C(C)C(=O)N(Cc4cn(CCC5OCCO5)nn4)CCS3(=O)=O)cc2)cn1 (stereo not drawn)	2	97	-1	-0.6	-0.1	9	8	-1.1	-2	7
O=C(O)c1nn(-c2ccc(F)cc2)ccc1=O	3	101	7	1.2	0.0	28	-3	-0.8	4	2
CCCCC(=O)N(C)c1c(C)nc2ccc(C(=O)N3CCCCC3)cn12	-6	95	-3	0.2	0.0	7	-1	0.1	1	-1
Cc1cc(C)nc(N/N=C/c2cccc([N+](=O)[O-])c2)n1	-5	97	1	-2.5	-0.1	-3	-3	0.1	3	6
COc1ccc(CC(=O)N/N=C\c2cc(Br)c(O)c(Br)c2)cc1	0	96	2	0.3	-0.3	18	-6	0.6	-2	-2
O=C(CN(Cc1ccc(F)cc1)C(=O)CCC(=O)Nc1nccs1)NCc1ccccc1	5	105	-2	-0.6	-0.2	7	3	0.3	3	1
O=C1N=C2SCCN2/C1=C\c1ccc(Cl)cc1	0	95	-2	-2.3	0.4	-1	-14	1.2	2	-20
O=C(NCc1ccncc1)[C@@H]1CCCN1C(=O)[C@H]1CCCN1C(=O)c1cccc(Cl)c1	-4	92	4	.	0.0	.	6	2.2	.	.

5 entries out of the list above, arranged by the value under ABHD5-PLIN5 inh, lowest first.
compound	ABHD5-PLIN5 inh
COc1ccc(CC(=O)N/N=C\c2cc(Br)c(O)c(Br)c2)cc1	-6
O=C(O)c1nn(-c2ccc(F)cc2)ccc1=O	-3
Cc1cc(C)nc(N2CCCC(CCC(=O)NCc3ccc(F)c(F)c3)C2)n1 (stereo not drawn)	-1
COc1cccc(CNC(=O)C2CCN(S(=O)(=O)c3ccc4c(c3)C(C)(C)C(=O)N4C)CC2)c1	2
O=C(CN(Cc1ccc(F)cc1)C(=O)CCC(=O)Nc1nccs1)NCc1ccccc1	3

Further structures:
SMILES	Granule exo inh	ABCB6 inh 2	m5-HT2A agonist	MC4R ag barr	aDG glyco act	MC4R antagonist	ABHD5-PLIN5 inh	iPSC survival up	N-glyco inh	H9c2 protect
CCCN(CCC)S(=O)(=O)c1ccc(C)cc1	-1	105	1	0.4	-0.1	1	-3	-1.5	0	-12
CC1CC(C)CN(CCCNC(=O)c2cc3c(=O)[nH]c4ccccc4c3n2C)C1 (stereo not drawn)	-1	99	0	-3.4	0.3	6	3	-1.5	1	11
CN(C)c1cc[n+](/C(C(=S)Nc2ccc(SC(F)F)cc2)=C(/[O-])c2ccccc2)cc1	5	91	-5	-1.8	-0.1	10	-2	-0.8	-3	1
CC(C)Cn1c(N)c(/C=N/NC(=O)c2ccc(Cl)cc2)c(=O)n(C)c1=O	-5	95	2	-1.1	0.1	-2	1	1.7	-2	2
Cc1nn(CC(=O)N2CCC(C)CC2)c(=O)c2nn(-c3ccccc3)c(C)c12	-8	78	4	0.1	-0.3	-1	-8	1.0	3	0
COc1ccccc1NC(=O)C1=C(C)NC(=O)NC1c1ccc(C)cc1 (stereo not drawn)	1	102	11	-1.0	0.8	3	2	-0.6	-2	7

High-throughput results as filed in PubChem.
